M18AAP inhibitor: blocks P. falciparum M18 aspartyl aminopeptidase. actives 1.2% (n = 290,000). AID 1822. inhibition, % at 7.35 µM. recombinant PfM18AAP, H-Glu-NHMec fluorogenic cleavage;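 active means inhibition above the campaign mean inhibition over all tested compounds plus 3 SD, cut at about 28% in these data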;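 further: 0% = plate median of test compound wells and 100% = 2 mM ZnCl2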
IMP-1 inhibitor: inhibitors of Pseudomonas aeruginosa IMP-1 metallo-beta-lactamase. purified IMP-1, nitrocefin hydrolysis, epi-absorbance fluorescence. inhibition, % at 5.6 µM. actives 0.45% (n = 290,000). AID 1556;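 active means inhibition above the mean plus 3 SD of all compounds in the same screening run, cut at about 4.5% in these data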;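 further: 0% = IMP-1 with DMSO and 100% = DMSO wells lacking enzyme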
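Assay system: purified recombinant IMP-1 beta-lactamase. Input: IMP-1 0.2 nM before substrate addition. Buffer or medium: Zinc- and detergent-supplemented HEPES buffer, pH 7.1. Schedule: 25 °C, 15 min preincubation, 25 min reaction. Signal: Epi-absorbance fluorescence, 480 nm excitation, 530 nm emission. Evaluation: percent inhibition from optical density relative to buffer-blank wells.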
DNA FID counter: displaces DNA intercalator in HCV helicase counter-screen; DNA fluorescent intercalator displacement, fluorescence; inhibition, % at 7.9 µM; actives 0.17% (n = 290,000); in the data active means inhibition above about 37%;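 further: 0% = vehicle and 100% = reference compound; higher means more ethidium bromide displaced from hairpin DNA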
SUMO HTRF inh: inhibitors of human SUMOylation (UBC9) | HTRF SUMOylation assay, SAE1/SAE2 + UBC9, in vitro | inhibition, % at 35 µM | actives 0.36% (n = 290,000) | AID 2006; in the data active means inhibition above about 50%, passing the limit was not always enough; further: strong numbers were not always called active
Target sequence (P63279 whole entry, looked up): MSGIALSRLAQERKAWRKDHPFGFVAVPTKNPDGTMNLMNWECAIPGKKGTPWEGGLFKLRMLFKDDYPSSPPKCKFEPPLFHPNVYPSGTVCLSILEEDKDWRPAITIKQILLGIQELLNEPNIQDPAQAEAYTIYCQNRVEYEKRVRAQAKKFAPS
NS3 helicase inh: HCV NS3 helicase inhibition | NS3 helicase DNA unwinding, Cy5 molecular beacon fluorescence | actives 0.56% (n = 290,000) | AID 1800 | inhibition, % at 10.9 µM;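 active means inhibition above the mean of all tested compounds plus 3 SD, set per campaign, cut at about 35% in these data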;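 further: 0% = DMSO wells and 100% = thioflavine S control wells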
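System: HCV NS3 helicase fragment; control set: DMSO and thioflavine S; technique: Cy5 fluorescence at 0 and 60 min, beacon hairpin quenching; reagent: beacon DNA duplex substrate plus ATP; replicates: singlicate; schedule: 1 h reaction at 25 °C, ATP-initiated; medium: MOPS buffer pH 6.5 with MgCl2, DTT, Tween20, BSA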
MEKK2mut PB1 HTS: signal of MEK5 binding to mutant human MEKK2 PB1 domain; bead flow cytometry, Alexa488-MEK5 binding to MEKK2 mutant; percent response, % at 10 µM; actives 0.35% (n = 290,000); AID 1530; in the data active means percent response above about 24%, passing the limit was not always enough; further: inactives centre near 1; some results filed as inactive read as strong as hits
MEKK2 WT-MEK5: raises or lowers MEK5 binding to wildtype human MEKK2 PB1 domain. binding response (% of control), % at 10 µM. bead flow cytometry, Alexa488-MEK5 binding to MEKK2 WT; actives lie on both sides. Q9Y2U5. actives 1.1% (n = 290,000). AID 1531; in the data active means binding response below about 67% or above about 130%
VIM-2 inhibitor: blocks Pseudomonas aeruginosa VIM-2 metallo-beta-lactamase. inhibition, % at 5.6 µM. actives 0.89% (n = 290,000). purified VIM-2, nitrocefin hydrolysis, epi-absorbance fluorescence;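 active means inhibition above the mean of all tested compounds plus 3 SD, cutoff set per screening run, cut at about 7.5% in these data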;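 further: red hydrolysis product quenches plate fluorescence so inhibitors raise well fluorescence; 0% = enzyme with DMSO and 100% = DMSO without enzyme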
NALP1 inh: blocks the NALP1 inflammasome reconstituted in yeast; S. cerevisiae NALP1/ASC/caspase-1 growth, X-gal OD620, 72 h; AID 2071; inhibition, % at 10 µM; actives 0.61% (n = 280,000); in the data active means inhibition mostly above about 24%, no sharp cut-off; inactive means mostly below about 32%; further: some compounds called inactive have numbers as strong as hits
Starred values were filed as active, the others as inactive; x = not tested or not shown.

Structure	DNA FID counter	VIM-2 inhibitor	IMP-1 inhibitor	NALP1 inh	MEKK2mut PB1 HTS	M18AAP inhibitor	SUMO HTRF inh	NS3 helicase inh	MEKK2 WT-MEK5
COCCOc1ccc(C(F)(F)F)cc1NC(=O)c1ccccc1	-1	-1.6	-2.8	32	6	-1	-1	-1	101
COc1ccc(S(=O)(=O)NC(C)C(=O)NC2CC2)cc1C (stereo not drawn)	-4	-2.7	-0.8	-14	-1	-5	2	5	105
COc1ccc(CCNC(=O)CCC(=O)NC2CCCC(C)C2C)cc1OC (stereo not drawn)	-32	-3.6	-5.7	11	4	-16	21	-9	109
COc1ccc(NC(=O)CSc2nnc(-c3ccncc3)n2CC2CCCO2)c(OC)c1 (stereo not drawn)	-14	-2.3	-7.2	33	-2	-7	-7	8	88
Cc1cccc(NC(=O)C2CCCN(c3ncnc4c3nc3n4CCCCC3)C2)n1 (stereo not drawn)	-48	-1.4	-1.8	4	-5	0	12	14	96
CCOC(=O)/C(C#N)=N/Nc1ccccc1C#N	1	-2.8	-2.7	x	-22	-3	7	0	98
CCc1ccc(C2NC(=O)c3ccccc3O2)cc1 (stereo not drawn)	-15	-2.4	-0.9	2	8	2	9	-1	105
COc1cccc2c(=O)n(CC(=O)Nc3ccccc3F)ccc12	-4	-3.5	-3.3	19	9	6	9	3	112
O=C(Nc1nccs1)C1CCCN1S(=O)(=O)c1ccc(F)cc1 (stereo not drawn)	-2	-2.5	-2.8	16	-1	1	31	-1	107
c1ccc2c3nnc4n(c-3nc2c1)CCCS4	1	-1.3	-3.9	-4	-4	12	4	5	96
Cc1cc(C)n2nc(C(=O)OCC(=O)Nc3ccc4c(c3)OCO4)nc2n1	6	-1.8	-2.4	-8	4	0	10	4	105
CCc1ccccc1NC(=O)CN(C)C(=O)CSc1nn(-c2ccccc2)c(=S)s1	-12	-2.1	-3.4	27	14	-3	-8	2	106
COC(=O)c1cc(S(=O)(=O)N2CCCC(C)C2)c[nH]1 (stereo not drawn)	-7	-2.4	-2.9	8	4	0	-3	6	105
CN(N)c1nc(C(F)(F)F)nc2ccccc12	0	-1.9	-2.4	6	2	-2	10	6	98
CC1(C)CC(CCC(=O)NC(=S)Nc2ccccc2Cl)C(=O)O1 (stereo not drawn)	-15	-1.4	-1.3	7	-9	1	-2	-4	91
COc1ccc(OC)c(/C=N\NC(=O)CSc2nnc(CCCc3ccc(OC)c(C)c3)o2)c1	-12	-5.0	-0.5	34	1	3	5	1	102
O=S(=O)(Nc1ccc(O)c(NS(=O)(=O)c2ccccc2)c1)c1ccccc1	-9	1.7	-4.5	-5	6	68*	-9	-6	104
CCNc1nc(NCC)nc(Oc2ccc(C(=O)OC)cc2)n1	-9	-2.6	-4.0	x	-33	3	-3	-3	87
O=C1/C(=C/c2cccnc2)SC(=S)N1c1ccc(F)cc1	-2	-2.3	-1.1	31	-1	11	5	6	96
CC(C)c1nnc(NC(=O)Cc2ccc(Br)cc2)s1	-4	-4.7	-2.3	15	-1	3	8	-8	101
COc1ccc(OCCCC(=O)Nc2cc([N+](=O)[O-])ccc2C)cc1	6	0.0	0.3	10	12	-1	-3	-2	111
CC(=O)c1ccc(OCc2cc(C(=O)N3CCCCCCC3)no2)cc1	-34	0.2	-1.8	17	-3	-2	-9	8	99
CC(=O)Nc1ccc(NS(=O)(=O)c2cc(C)sc2C)cc1	-2	-3.8	-1.6	4	-1	-13	26	0	101
CCCCc1c(O)c2ccccc2[nH]c1=O	-1	-3.2	-3.3	-2	1	-3	5	-5	99
Cc1ccc(O)c(-c2cc3ccccc3[nH]2)c1	10	-2.5	-0.3	x	-12	17	-37	-3	80
Cc1cccc(-c2nc3ccccc3c3nncn23)c1	-6	0.5	-5.6	5	1	-4	-2	7	101
O=C1OC2(CCCCC2)OC(=O)C1=CNc1nc2ccccc2s1	-5	-2.9	-4.2	9	-1	-1	1	0	100
CCOC(=O)CNC(=O)Cn1cnc2sc(C)c(S(=O)(=O)N3CCC(C)CC3)c2c1=O	-6	-2.0	-2.1	14	-2	4	18	3	95
COc1ccc(S(=O)(=O)n2oc(=O)cc2-c2ccccc2)cc1	4	-1.5	-2.8	12	-2	0	16	-1	105
Cn1c(/C(C#N)=N/O)nc2ccccc21	-4	-2.1	1.2	-4	4	10	-10	1	105
O=C(CSc1nnnn1Cc1ccccc1)N1CCN(c2ccccc2)CC1	-13	-1.7	-3.3	35	x	0	-8	17	x
C=CCc1cc(C=O)cc(OCC)c1OCc1ccc(Cl)cc1	-1	-7.3	-3.5	28	4	0	-21	-16	108
Nc1cc(=O)nc(SCC(=O)Nc2cccc3ccccc23)n1CCc1ccccc1	-12	-3.1	-3.2	6	2	-2	16	-17	106
COc1ccc(Nc2cc(C)nc3ncnn23)c(OC)c1	-8	5.7	-1.6	4	-2	-7	5	-3	97
CC(C)COc1ccc(C(=O)Nc2ccc(NC(=O)c3ccco3)cc2)cc1	-18	-1.1	-1.9	-3	-4	-1	29	-8	98
Cc1cc(C)cc(NC(=O)Cn2ncn3c(cc4ccccc43)c2=O)c1	3	1.4	0.5	4	-3	-15	4	10	99
CC(=O)N1N=C(c2ccccc2)CC1c1ccc2c(c1)OCO2 (stereo not drawn)	-31	-2.5	-1.0	5	-1	5	2	6	101
Cc1ccn2c(NC(=O)c3cccs3)c(-c3ccccc3)nc2c1	-2	-2.9	-2.2	31	5	-3	-18	3	98
C/C(=C\c1ccc(Br)cc1)C(=O)c1c(C)cc(C)[nH]c1=O	-24	-0.8	-1.1	4	2	2	1	8	104
CNC(=O)c1cccc2nc3ccccc3nc12	1	12*	-2.6	10	4	1	3	6	108
Cc1ccc(NC(=O)c2noc3c2CCc2ccccc2-3)cc1	-3	-2.1	-2.7	6	1	-9	3	3	103
CC(C)(CO)NC12CC3CC(CC(C3)C1)C2	6	-1.3	-4.5	5	0	0	10	13	109
COc1ccc(NC(=O)c2cccc(Oc3ccc([N+](=O)[O-])cc3Cl)c2)cc1	1	-1.8	-0.7	26	-2	-1	-1	-17	93
COc1ccccc1N(CC(=O)NCc1ccccn1)S(C)(=O)=O	-5	-6.0	-4.7	4	-4	3	-1	1	90
CC1Cc2cc(S(=O)(=O)N3CCCC(C(=O)N4CCCCC4)C3)ccc2N1C(=O)C1CC1 (stereo not drawn)	-54	-1.6	-3.0	7	2	-5	6	-4	101
CCCc1nn(C)c(C(=O)Nc2ccc3ccccc3c2)c1Cl	-12	-2.0	0.2	31	-2	-13	11	-17	103
COc1ccc(CCNC(=O)Cc2nn(C)c(=O)c3ccccc23)cc1OC	1	-2.2	-5.1	x	-2	-4	-3	1	95
Cc1ccc2nc(NC(=O)c3ccc(NS(=O)(=O)c4cccs4)cc3)sc2c1	-3	-1.9	0.6	26	-1	-8	-11	4	101
CCCOc1ccc2oc(=O)c3c(c2c1)CCCN3C(=O)CN(C)Cc1ccccc1	-6	-1.4	-4.3	5	7	3	20	-11	102
Cc1ccc(NC(=O)C2CCN(S(=O)(=O)c3cccs3)CC2)c(O)c1	-13	-2.8	-3.5	6	8	9	6	5	107
Cc1nnc(SCC(=O)NC(C)c2ccccc2)[nH]c1=O (stereo not drawn)	0	-2.6	-3.3	11	16	-5	4	-1	99
CN1CCN(NC(=O)c2ccc(COc3ccccc3Br)o2)CC1	15	-3.1	-2.6	30	0	4	12	-3	98
CCCc1cc(=O)[nH]c(SCc2cccc(C)c2)n1	-23	-2.4	-3.4	-13	0	6	-5	2	94
CC1=C(C#N)C(=O)NC(=O)/C1=C\c1ccc(-c2cc(C)c(C)cc2[N+](=O)[O-])o1	-16	1.2	-2.7	-7	-6	27	x	32	83
COc1ccc(COCCN2CCN(S(=O)(=O)c3ccccc3)CCC2=O)cc1	x	x	x	-4	3	x	2	x	103
COc1cc(CNc2ccc(N3CCCCC3)cc2)ccc1OCC(=O)NC(C)(C)C	-12	0.8	-32	-24	5	43*	4	-2	107
COc1ccc(-c2[nH]ncc2-c2ccc3c(c2)OCCO3)c(O)c1	-1	-3.3	-2.8	11	4	10	8	-2	101
COc1ccccc1CC(=O)NC1CCCCCC1	-8	0.5	-1.4	14	2	2	3	-9	109
CCOC(=O)C1=C(O)/C(=C\c2sccc2C)N=C1C	-7	-0.5	-2.0	9	-4	-3	14	-5	96
CC(=O)Nc1ccc(N2C(C(C)=O)=NN(c3ccc(Cl)cc3)C2c2sccc2C)cc1 (stereo not drawn)	7	1.3	-2.4	12	2	2	-36	-12	115

Given with two lines to a compound: 3 of the compounds above
Every second line gives: DNA FID counter	VIM-2 inhibitor	IMP-1 inhibitor	NALP1 inh	MEKK2mut PB1 HTS	M18AAP inhibitor	SUMO HTRF inh	NS3 helicase inh	MEKK2 WT-MEK5
O=C1OC2(CCCCC2)OC(=O)C1=CNc1nc2ccccc2s1
 : -5	-2.9	-4.2	9	-1	-1	1	0	100
CCOC(=O)CNC(=O)Cn1cnc2sc(C)c(S(=O)(=O)N3CCC(C)CC3)c2c1=O
 : -6	-2.0	-2.1	14	-2	4	18	3	95
COc1ccc(S(=O)(=O)n2oc(=O)cc2-c2ccccc2)cc1
 : 4	-1.5	-2.8	12	-2	0	16	-1	105

(cont.)
Structure	DNA FID counter	VIM-2 inhibitor	IMP-1 inhibitor	NALP1 inh	MEKK2mut PB1 HTS	M18AAP inhibitor	SUMO HTRF inh	NS3 helicase inh	MEKK2 WT-MEK5
Cc1ccc(S(=O)(=O)c2c[nH]c3ccc(Cl)cc3c2=O)cc1	-4	-1.9	-2.1	-9	2	7	2	3	101
CCOc1cc(/C=N\NC(=O)c2c(C)nc3ccccn23)ccc1O	-6	-1.5	-3.8	-4	4	5	4	-3	107
O=C(Nc1cscc1S(=O)(=O)c1ccccc1)c1ccccc1Cl	-18	-1.9	-1.7	x	-28	-6	-3	-11	94
COc1ccc(N(CC(O)CN2CCOCC2)S(=O)(=O)c2ccccc2)cc1 (stereo not drawn)	1	-1.7	-1.3	8	-2	-1	-11	9	101
Cc1cc(C)c(S(=O)(=O)Nc2ccccc2C(=O)N2CCCC2)c(C)c1	-43	-1.7	-1.2	18	0	-3	10	3	99
CC(=O)c1c(C)[nH]c(C(=O)OCC(=O)Nc2cc(S(=O)(=O)N3CCCC3)ccc2Cl)c1C	-6	-2.0	-2.5	15	16	-3	7	-5	105
CCOC(=O)C(=NCCOC)NNc1cc(Cl)ccc1Cl	-1	2.2	0.6	25	0	-5	-6	5	108
c1ccc2c(c1)OCC(CNc1ncnc3nc[nH]c13)O2 (stereo not drawn)	0	-3.8	-2.2	17	11	-3	-3	-5	106
CC(=Nc1ccc(O)cc1)c1sc2ccccc2c1O	-16	3.2	-1.1	39	5	55*	11	25	107
CCN(CC)S(=O)(=O)c1ccc(C(=O)NCC(=O)N/N=C/c2ccccc2OC)cc1	-31	0.9	-0.3	19	4	-12	9	1	101
